Source: PubChem (National Center for Advancing Translational Sciences (NCATS))
HEK293 tox – qHTS of GLP-1 Receptor Inverse Agonists: Cytotox Screen | HEK293 cAMP-luciferase reporter cells, luminescence, 24 h | Potency, µM (top dose mostly 38.3 µM), without a hit: top-dose activity change, negative = inhibition, usual class: inhibitors | 410,000 tested, 0.13% active | AID 624418, 2012;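 further: loss of luciferase light is scored as toxicity; potency means the concentration at half of the fitted maximal effect; on the % scale 0 is the no-effect control and ±100 the full control effect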
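Cells in DMEM/10% Nu serum/1% pen-strep, 1536-well format. Pre-incubated 12 h, dosed with 23 nL compound, incubated a further 24 h. Luciferase detection, 12 min at room temp, luminescence.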
GLP-1R inv ag – qHTS of GLP-1 Receptor Inverse Agonists (Inhibition Mode). Glucagon-like peptide 1 receptor (Homo sapiens), P43220. HEK293 GLP-1R CRE-luciferase, luminescence, 24 h; GLP-1R form is constitutively active. Potency, µM (doses to about 38.3 µM), inactives show at the highest dose activity change, negative = inhibition, most hits filed as inhibitors. 410,000 tested, 1.6% active. AID 624417, 2012; further: potency means the concentration at half of the fitted maximal effect; on the % scale 0 is the no-effect control and ±100 the full control effect; nearly all actives have a fitted effect of over 55% in size
Target sequence (P43220 whole entry, looked up): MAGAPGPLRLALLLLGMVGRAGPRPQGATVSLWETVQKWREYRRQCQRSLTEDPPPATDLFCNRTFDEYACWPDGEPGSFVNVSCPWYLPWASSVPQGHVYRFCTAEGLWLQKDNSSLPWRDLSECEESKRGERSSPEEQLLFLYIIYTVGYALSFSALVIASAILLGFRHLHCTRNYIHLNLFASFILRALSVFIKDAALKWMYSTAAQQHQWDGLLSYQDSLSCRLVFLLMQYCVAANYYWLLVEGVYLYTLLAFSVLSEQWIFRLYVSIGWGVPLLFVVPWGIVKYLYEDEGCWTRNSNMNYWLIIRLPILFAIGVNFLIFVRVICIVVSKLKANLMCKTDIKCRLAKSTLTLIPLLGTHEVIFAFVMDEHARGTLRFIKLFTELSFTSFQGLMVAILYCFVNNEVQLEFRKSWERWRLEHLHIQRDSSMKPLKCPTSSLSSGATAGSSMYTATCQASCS
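Seeding at 200 cells/uL, 12 h culture, 24 hr compound treatment, then luciferase reagent and a luminescence read; cells are HEK293 stably expressing a constitutively active GLP-1R plus cAMP-responsive luciferase.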
DRD3 agonist – qHTS of D3 Dopamine Receptor Agonist: qHTS; D(3) dopamine receptor (Homo sapiens), P35462; D3R DiscoveRx beta-arrestin cells, luminescence, 90 min; max activation, %; 410,000 tested, 0.58% active; AID 652048, 2013; in the data active means max activation above about 30%; further: 0% is about no effect; mostly tested at two doses, the higher about 12 µM
Target sequence (P35462 whole entry, looked up): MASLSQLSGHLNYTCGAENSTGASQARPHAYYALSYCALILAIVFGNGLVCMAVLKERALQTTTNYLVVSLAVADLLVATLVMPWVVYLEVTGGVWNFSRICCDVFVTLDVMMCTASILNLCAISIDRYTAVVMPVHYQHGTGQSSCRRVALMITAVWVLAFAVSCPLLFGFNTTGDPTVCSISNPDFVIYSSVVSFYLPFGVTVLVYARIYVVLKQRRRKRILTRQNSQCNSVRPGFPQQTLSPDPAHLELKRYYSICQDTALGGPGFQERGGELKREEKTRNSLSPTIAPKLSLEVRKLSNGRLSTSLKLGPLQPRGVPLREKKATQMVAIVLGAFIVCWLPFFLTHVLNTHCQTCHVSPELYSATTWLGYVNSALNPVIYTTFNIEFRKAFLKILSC
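Agonist-mode cell screen: cells plated at 1500/well and incubated overnight at 37 °C, then exposed to library compounds for 90 min at 37 °C. Detection reagent was added for 30–60 min at room temperature, and luminescence was read.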
* marks the source's active call; other numbers are inactive results; ? = inconclusive. Unless noted, the call rests on the fitted dose curve; in most records, active means well fitted curve in the direction sought with a large enough effect; inconclusive means small, poorly fitted or top-dose-only effect, or another doubt; inactive means no such curve, though single readings can be large; an effect the other way counts as inactive or inconclusive. A portion of the library; count on the stated rates, not on these rows.

SMILES	HEK293 tox	GLP-1R inv ag	DRD3 agonist
COc1ccc(CNC(=O)c2cc3c(=O)n(Cc4ccco4)ccc3nc2C)cc1	-4%	?	24
Cc1nn(-c2ccccc2)c2c1N(CC(=O)N1CCN(c3ccccc3F)CC1)C(=O)CS2	6%	-23%	3
O=C(CCc1ccccc1)NC1CC(=O)N(c2cccc(F)c2)C1 (configuration not stated)	7%	0%	-1
Cc1cc(C)cc(NC(=O)CSc2nc(=O)n(Cc3ccccn3)c3c2CCC3)c1	-1%	8%	3
Cc1ccc(Nc2nc(C)cc(C)n2)c(C(=O)O)c1	-6%	3%	-4
CCOC(=O)c1cccc(NC(=O)CCn2nc(C)c3c(C)n(-c4ccccc4)nc3c2=O)c1	11%	3%	-8
CCn1c(SCC(=O)N2CCC(C)CC2)nnc1-c1ccccc1O	-9%	1%	0
COc1ccc(NC(=O)CSc2nnc(-c3ccc(OC)cc3)s2)cc1	5%	0%	9
CCCc1nn2c(=O)cc(COC(=O)c3cccc(NC(=O)CCc4ccccc4)c3)nc2s1	1%	10%	-13
O=C(Nc1ccccc1)N(Cc1cccc(Cl)c1)c1ccccn1	5%	?	4
COc1cc(NC(=O)Nc2nnc(N3CCCCC3)s2)cc(OC)c1	3%	0%	0
COc1cc(C(=O)Nc2ccc3nc(SCc4ccc(C)cc4)sc3c2)cc(OC)c1OC	-2%	?	7
Cc1cccc(-c2nc(N3CCN(c4ccc(F)cc4)CC3)c3ccccc3n2)c1	7%	16%	0
CCN(CC)S(=O)(=O)c1ccc2c(c1)N(CC(=O)Nc1c(C)cccc1C)C(=O)C1CCCN21 (configuration not stated)	1%	7%	3
COc1ccc(CNC(=O)CN2N=C(c3ccc(Cl)cc3)CCC2=O)cc1	-1%	-8%	-1
Cc1cc(C)c(NC(=O)C(C)n2c(=O)cc(C)c3c(C)nn(-c4ccccc4)c32)c(C)c1 (configuration not stated)	0%	12%	8
O=C(Nc1noc2ccccc12)c1c(F)cccc1F	8%	?	0
COc1cc(-c2ccno2)ccc1S(=O)(=O)N1CCN(c2ccc(F)cc2)CC1	-2%	8%	-8
Cc1ccn2c(=O)cc(COc3ccc(NC(=O)COc4ccc(C)c(C)c4)cc3)nc2c1	0%	2%	-1
COc1ccc(CCNc2ncnc3c2cnn3-c2ccc(C)c(Cl)c2)cc1	-11%	5%	30*
CCc1ccc(NC(=O)CSc2nnc(-c3cc4occc4n3C)n2-c2ccccc2C)cc1	2%	?	4
COc1cccc(C(=O)CC2(O)C(=O)N(Cc3ccccc3)c3ccccc32)c1 (configuration not stated)	-1%	1%	1
CCCn1c2ccccc2c2cnn(CC(=O)Nc3ccccc3OC)c(=O)c21	-1%	-19%	9
CC1=C(C(=O)Nc2ccccc2)C(c2ccc(F)cc2)n2nc(SCc3cc(C)ccc3C)nc2N1 (configuration not stated)	24%	1%	-4
Cc1cc(C)cc(OC(C)C(=O)Nc2c(C(=O)c3ccccc3)oc3ccccc23)c1 (configuration not stated)	2%	0%	6
Cc1nc2c(C(=O)NC(C)c3ccccc3)cnn2c(C)c1Cc1ccccc1 (configuration not stated)	0%	?	-5
CCOc1ccc(Nc2nc3cc(Cl)c(Cl)cc3nc2-n2nc(C)cc2C)cc1	1%	3%	8
Cc1ccc(C)c(S(=O)(=O)c2nnn3c2nc(NCc2cccs2)c2sccc23)c1	-4%	?	2
CCOc1ccc(-c2cc(NC(=O)c3c(F)cccc3F)c(C(=O)OC)s2)cc1	0%	1%	-5
CCOC(=O)c1cccc(NC(=O)Cn2cnc3nc4c(cc3c2=O)CCCC4)c1	-3%	1%	8
Oc1c(C(c2ccccc2)N2CCN(Cc3ccccc3)CC2)sc2nc(-c3ccco3)nn12 (configuration not stated)	2%	-15%	-2
CC(=O)Nc1ccc(-n2c(CCC(=O)O)ccc2-c2ccc(C)cc2)cc1	-8%	-8%	3
Cc1ccc(CO)cc1Nc1ncnc2onc(-c3ccc(F)cc3)c12	11%	5%	8
Cc1cccc(C(=O)OCc2cc(=O)n3ccsc3n2)c1	-6%	13%	6
O=C(NCCS(=O)(=O)N1CCN(c2ccc(F)cc2)CC1)c1cccc(C(F)(F)F)c1	3%	?	6
CCN(C(=O)Cn1c(C(=O)OC)cc2oc3ccccc3c21)c1cccc(C)c1	14%	?	-12
Cc1c(/C=C(\C#N)C(=O)Nc2cccc(Cl)c2)c2ccccc2n1Cc1ccccc1Cl	0%	-4%	-14
Cc1cc2c(cc1NC(=O)c1ccccc1Cl)n(C)c(=O)c(=O)n2C	-5%	12%	13
CN(C)c1ccc(CNC(=O)c2ccc(Cn3c(=O)c4cccn4c4cccnc43)cc2)cc1	-11%	27%	12
Cc1ccc(NC(=O)CCCn2c(=O)c3cccn3c3ccccc32)c(Cl)c1	-9%	-15%	3

Three entries out of the list, sorted by length of the SMILES, ascending:
SMILES	HEK293 tox	GLP-1R inv ag	DRD3 agonist
COc1ccc(NC(=O)CSc2nnc(-c3ccc(OC)cc3)s2)cc1	5%	0%	9
CC(=O)Nc1ccc(-n2c(CCC(=O)O)ccc2-c2ccc(C)cc2)cc1	-8%	-8%	3
Cc1ccc(C)c(S(=O)(=O)c2nnn3c2nc(NCc2cccs2)c2sccc23)c1	-4%	?	2

New compounds follow
SMILES	HEK293 tox	GLP-1R inv ag	DRD3 agonist
CCCN(C(=O)COc1cc(=O)n(CC)c2ccccc12)c1ccc(C(C)C)cc1	3%	?	-24
CCOC(=O)c1c(NC(=O)c2ccccc2Cl)sc2c1CCCC2	16%	6%	5
Cc1nnc(NCc2ccccc2)c2c1nnn2Cc1ccccc1Cl	-9%	13%	6
CCOC(=O)N1CCc2c(sc3c2c(=O)n(Cc2ccccc2)c(=O)n3CC(=O)Nc2ccccc2F)C1	-4%	14%	3
CCOC(=O)c1cc2c(=O)n3ccccc3nc2n(CCCOC)c1=NC(=O)c1cc2ccccc2o1	-5%	15%	5
Cc1ccc(OCc2nc(C#N)c(NCCc3ccccc3)o2)cc1	15%	?	3
Cc1ccccc1Cn1c(SCc2ccc(C(=O)NC(C)c3ccccc3)cc2)nc2ccncc21 (configuration not stated)	-7%	?	-19
COc1cc(OC)cc(C(=O)Nc2cccc(-c3cn4ccsc4n3)c2)c1	-19%	-24%	7
O=C(NCCCN1CCN(c2ccc(F)cc2)CC1)C1COc2ccccc2C1 (configuration not stated)	-10%	?	-26
CCN(Cc1nc(-c2cccc(C)c2)no1)S(=O)(=O)c1ccc(C)cc1	20%	?	5
CC1CCCN(Cc2nc3c(c(=O)n(C)c(=O)n3C)n2Cc2ccc(Cl)cc2Cl)C1 (configuration not stated)	1%	12%	2
CCCCc1nn2c(=O)cc(COC(=O)CNC(=O)COc3ccc(C)cc3)nc2s1	0%	-3%	4
Cn1c(=O)c2c(SCC(=O)NCc3ccco3)nc(-c3ccccc3F)nc2n(C)c1=O	-2%	10%	2
O=C(Nc1cccc(C(F)(F)F)c1)C1CCN(S(=O)(=O)c2cccs2)CC1	-19%	?	-9
COc1ccc(-c2cc(C)no2)cc1S(=O)(=O)N1CC(C)Oc2ccccc21 (configuration not stated)	-3%	?	-18
CCOc1ccc(NC(=O)c2cccc3c(=O)c4c([nH]c23)CCCC4)cc1	13%	-2%	1
CCN1CCC(N(Cc2cccc(OC)c2)C(=O)Nc2ccc(C)cc2Cl)CC1	-6%	?	-11
CCc1cccc(NC(=O)c2cn3c4c(ccc(Cl)c4c2=O)OC(C)C3)c1 (configuration not stated)	13%	6%	-10
CSc1ccc(CCNC(=O)C2CCCN(S(=O)(=O)N(C)c3ccc(F)cc3)C2)cc1 (configuration not stated)	4%	?	10
COc1cc(-c2noc(CCC(=O)Nc3cc(C)ccc3C)n2)cc(OC)c1OC	-7%	4%	-5
Cc1ccc(CNC(=O)c2c[nH]n3c(=O)c(Cc4ccc(F)cc4Cl)c(C)nc23)cc1	?	?	14
Cc1ccc(CNC(=O)CSc2nc3ccsc3c(=O)n2-c2ccc(Br)cc2)cc1	9%	7%	1
Cc1ccc(-n2nc3c(N4CCCC(C(=O)NCc5ccccc5C)C4)nnc(C)c3c2C)cc1 (configuration not stated)	-14%	1%	-10
CCOc1ccccc1CNC(=O)CN1C(=O)CCn2nc(-c3cn(C)c4ccccc34)cc21	-8%	-11%	-10
CCOc1ccc(NC(=O)C(=O)NCCc2csc(-c3ccc(F)cc3)n2)cc1	-2%	10%	-19
COC(=O)c1ccc(C2c3c(-c4ccccc4O)n[nH]c3C(=O)N2Cc2ccncc2)cc1 (configuration not stated)	-3%	9%	8
COc1ccc(C2CC(=O)c3cc(-c4nc(-c5cccc([N+](=O)[O-])c5)cs4)c(=O)n(-c4ccc(F)cc4)c3C2)cc1 (configuration not stated)	1%	10%	-3
Cc1ccc(Cl)cc1NC(=O)c1cc2c(=O)n3cccc(C)c3nc2n1C	11%	-4%	2
CCc1ccc(C2c3c(-c4cc(C)ccc4O)n[nH]c3C(=O)N2Cc2cccnc2)cc1 (configuration not stated)	-17%	3%	11
O=C(CSc1cn(CC(=O)N2CCCCC2)c2ccccc12)Nc1ccccc1	-11%	5%	6
COc1ccc(-c2noc(CSc3nnc(C)n3-c3ccc(C)cc3)n2)cc1OC	-7%	22%	6
CCCCOc1ccc(C(=O)N2CCN(CCc3ccncc3)CC2)cc1	-6%	-19%	-21
COc1ccc(-c2cc(C(=O)Nc3c(C)nn(Cc4ccc(F)cc4)c3C)no2)cc1OC	-10%	2%	5
Cc1cccc(NC(=O)CSC2=Nc3ccccc3C3=NC(CCC(=O)NCc4ccco4)C(=O)N23)c1 (configuration not stated)	-1%	3%	4
COc1ccc(Cn2ccc3nc(C)c(C(=O)Nc4ccc(OC)cc4)cc3c2=O)cc1	-8%	-18%	-5
CCOc1ccc(S(=O)(=O)NCc2nc3cccnc3n2Cc2ccccc2OC)cc1	-2%	16%	7
CCOc1cccc2sc(N3CCN(C(=O)C4CC4)CC3)nc12	2%	3%	-5
Nc1nonc1-c1nc2ccccc2n1CC(=O)Nc1cccc(Cl)c1Cl	-10%	?	-3
COc1ccc(CCNC(=O)CS(=O)Cc2nc(-c3ccc(C)cc3)oc2C)c(OC)c1 (configuration not stated)	-7%	-8%	6
Cc1ccc(CNC(=O)c2oc3ccc(S(=O)(=O)N4CCCC(C)C4)cc3c2C)cc1 (configuration not stated)	-4%	?	3
CCOc1ccc(OCC)c(NC(=O)Cn2nc(CC)n3c(cc4sccc43)c2=O)c1	1%	13%	-10
Cc1ccc(CNC(=O)C(C)n2c(=O)cc(-c3ccccc3)c3c(C)nn(C)c32)cc1 (configuration not stated)	-2%	?	-4
CCOc1cccc(C(=O)Nc2ccc3oc(-c4ccc(C(C)(C)C)cc4)nc3c2)c1	-19%	-9%	3
Cc1ccccc1C(=O)N(Cc1nc(-c2ccc(Cl)cc2)no1)C(C)C	5%	?	14
CCc1ccc(NC(=O)C2CCN(c3nc(-c4ccc(OC)cc4)no3)CC2)cc1	0%	9%	5
CCOc1ccc(NC(=O)c2ccc3[nH]c(C)c(C)c3c2)cc1	-13%	?	-13
CCOCCCNc1nc2cc(OC)c(OC)cc2c2nc(-c3ccccc3)nn12	-12%	-2%	1
Cc1cccc(Cn2nc(C)n3c(cc4cc(C)ccc43)c2=O)c1	5%	14%	9
Cc1ccc(Cc2nc3ccccc3nc2SCC(=O)N2CCN(c3ccccc3F)CC2)cc1	-12%	5%	3

12 compounds out of the list, sorted by SMILES length, descending.
SMILES	HEK293 tox	GLP-1R inv ag	DRD3 agonist
Cc1cccc(NC(=O)CSC2=Nc3ccccc3C3=NC(CCC(=O)NCc4ccco4)C(=O)N23)c1 (configuration not stated)	-1%	3%	4
Cc1ccc(CNC(=O)C(C)n2c(=O)cc(-c3ccccc3)c3c(C)nn(C)c32)cc1 (configuration not stated)	-2%	?	-4
Cc1ccc(CNC(=O)c2oc3ccc(S(=O)(=O)N4CCCC(C)C4)cc3c2C)cc1 (configuration not stated)	-4%	?	3
CCOc1cccc(C(=O)Nc2ccc3oc(-c4ccc(C(C)(C)C)cc4)nc3c2)c1	-19%	-9%	3
COc1ccc(Cn2ccc3nc(C)c(C(=O)Nc4ccc(OC)cc4)cc3c2=O)cc1	-8%	-18%	-5
CCOc1ccc(OCC)c(NC(=O)Cn2nc(CC)n3c(cc4sccc43)c2=O)c1	1%	13%	-10
CCc1ccc(NC(=O)C2CCN(c3nc(-c4ccc(OC)cc4)no3)CC2)cc1	0%	9%	5
CCOc1ccc(S(=O)(=O)NCc2nc3cccnc3n2Cc2ccccc2OC)cc1	-2%	16%	7
Cc1ccccc1C(=O)N(Cc1nc(-c2ccc(Cl)cc2)no1)C(C)C	5%	?	14
Nc1nonc1-c1nc2ccccc2n1CC(=O)Nc1cccc(Cl)c1Cl	-10%	?	-3
CCOc1ccc(NC(=O)c2ccc3[nH]c(C)c(C)c3c2)cc1	-13%	?	-13
CCOc1cccc2sc(N3CCN(C(=O)C4CC4)CC3)nc12	2%	3%	-5
